Assay outcomes from PubChem.
mABHD4 FP = inhibits mouse alpha/beta hydrolase domain 4; purified mABHD4, FP-Rh probe fluorescence polarization; inhibition, % at 8.92 µM; 370,000 tested, 0.54% active;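 active means inhibition exceeding the mean over every tested compound plus 3 SD, cut at about 30% in these data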;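 further: 0% = plate median of compound wells and 100% = S159A mutant with DMSO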
Target sequence (Q8VD66 whole entry, looked up, the tested form may be a part): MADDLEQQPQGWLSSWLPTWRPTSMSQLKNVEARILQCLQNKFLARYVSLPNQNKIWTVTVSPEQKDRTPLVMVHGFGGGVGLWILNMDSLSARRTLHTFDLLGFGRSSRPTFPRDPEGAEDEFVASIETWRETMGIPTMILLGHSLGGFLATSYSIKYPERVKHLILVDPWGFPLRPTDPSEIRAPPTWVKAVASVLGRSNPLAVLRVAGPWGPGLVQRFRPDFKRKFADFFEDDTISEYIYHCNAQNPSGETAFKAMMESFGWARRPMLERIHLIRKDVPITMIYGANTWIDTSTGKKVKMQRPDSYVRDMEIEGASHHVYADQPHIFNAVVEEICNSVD
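Test system: mouse ABHD4 enzyme, wild type. Reagent: FP-Rh fluorescent activity-based probe, added after compound pre-incubation. Timing: pre-incubation 45 min, probe exposure 60 min, at 25 °C. Technique: FP readout, ex 525 nm / em 598 nm. Benchmarks: high control S159A mutant with DMSO, low control median of compound wells.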
PRMT1 FP inh = blocks human protein arginine methyltransferase 1. Q99873. recombinant PRMT1, activity-based probe fluorescence polarization. inhibition, % at 2.79 µM. 370,000 tested, 1.3% active. AID 652257;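 active means inhibition above about 21% made by adding two undisclosed values, limit read from the data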
HTRA1 inhibitor = blocks human HTRA1 serine peptidase | Q92743 | recombinant HTRA1, FP-rhodamine activity-based probe, fluorescence polarization | inhibition, % at 5.96 µM | 340,000 tested, 0.5% active; in the data active means inhibition above about 36%;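 further: 0% = enzyme with DMSO and 100% = wells lacking enzyme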
SIAE inh = blocks human sialic acid acetylesterase; 370,000 tested, 0.69% active; SIAE FP-Rh probe binding, fluorescence polarization; inhibition, % at 9.66 µM; AID 1053197; Q9HAT2;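 active means inhibition above a cutoff: mean of compounds within the control limits plus 3 SD of those, cut at about 17% in these data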;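 further: 0% = plate median of compound wells and 100% = probe without SIAE protein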
Target sequence (Q9HAT2 whole entry, looked up): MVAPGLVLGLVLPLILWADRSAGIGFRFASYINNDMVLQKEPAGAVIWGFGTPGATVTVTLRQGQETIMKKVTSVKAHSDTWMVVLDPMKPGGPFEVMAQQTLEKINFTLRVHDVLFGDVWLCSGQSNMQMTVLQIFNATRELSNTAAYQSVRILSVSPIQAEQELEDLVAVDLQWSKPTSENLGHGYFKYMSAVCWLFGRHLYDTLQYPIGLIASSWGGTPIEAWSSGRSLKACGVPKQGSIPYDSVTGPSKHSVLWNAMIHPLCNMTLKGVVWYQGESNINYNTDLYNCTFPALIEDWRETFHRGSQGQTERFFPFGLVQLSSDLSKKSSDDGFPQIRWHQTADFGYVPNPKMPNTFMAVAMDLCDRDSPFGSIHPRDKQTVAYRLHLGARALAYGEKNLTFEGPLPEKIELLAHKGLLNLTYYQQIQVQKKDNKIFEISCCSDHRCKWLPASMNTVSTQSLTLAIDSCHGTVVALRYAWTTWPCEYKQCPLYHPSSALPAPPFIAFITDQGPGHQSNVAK
TDP2 absorb = TDP2 (human) inhibition, absorbance primary screen; O95551; recombinant TDP2, T5PNP hydrolysis, p-nitrophenol absorbance 415 nm; inhibition, % at 12.8 µM; 370,000 tested, 0.34% active;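 active means inhibition above the mean of all tested compounds plus 3 SD, set per campaign, cut at about 25% in these data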;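 further: 0% = DMSO with enzyme and 100% = buffer with substrate but no TDP2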
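Read-out basis: percent inhibition. System: recombinant human TDP2. Buffer or medium: Mg2+-containing Tris-HCl buffer, pH 7.5. Repeats: single replicate. Timing: reaction 2 h, 37 °C. Benchmarks: high control without enzyme, low control DMSO plus TDP2. Probe or stimulus: 5 mM T5PNP. Doses: 12.8 µM only. Measured by: epi absorbance of p-nitrophenol freed from T5PNP by hydrolysis.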
GC-B act = GC-B (human) receptor activation; P20594; activation, % at 10 µM; HEK293-GC-B cells, CNP EC30, cGMP TR-FRET; 0% at EC30 CNP, 100% saturating CNP; 370,000 tested, 0.11% active; AID 1920062;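 active means activation at 10 µM reaching about 35% in either raw or pattern-adjusted values, limit read from the data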
rCAG binder = molecules binding r(CAG) RNA repeats | AID 651821 | 370,000 tested, 1.3% active | r(CAG) RNA repeat, TO-PRO-1 dye displacement fluorescence | inhibition, % at 3 µM;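 active means inhibition above the plate cutoff, the mean of all test compounds on that plate plus 3 SD, cut at about 35% in these data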;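 further: 0% = DMSO alone and 100% = 100 µM mitoxantrone as full dye displacement; higher means more dye released from RNA so lower well fluorescence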
TCR-CD3 inh = inhibitors of human TCR-CD3 interaction. inhibition, % at 9.4 µM. 360,000 tested, 0.37% active. AID 651800. TAMRA-labeled TCR probe fluorescence, biochemical; in the data active means inhibition above about 19%;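 further: recombinant mutant TCR 2C K166C tagged with TAMRA read by polarization; 0% = receptor in buffer alone and 100% = receptor with positive control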
MBD2 inh = MBD2-methylated oligo binding inhibition | inhibition, % at 4.4 µM | 370,000 tested, 0.31% active | AID 686964 | TR-FRET, MBD2 binding to methylated oligonucleotide; in the data active means inhibition above about 13%
LEDGF integ inh = blocks HIV-1 LEDGF/p75-dependent DNA integration; TR-FRET IN-LEDGF/p75 DNA integration, Eu/Cy5; inhibition, % at 3.7 µM; 370,000 tested, 0.64% active;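 active means inhibition above the screen-wide mean plus 3 SD, cut at about 13% in these data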;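 further: signal is the Cy5 over europium emission ratio at 671 and 618 nm; 0% = plate median of compound wells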
The depositor's hits bear a star; . = not tested or not shown.

SMILES | mABHD4 FP | PRMT1 FP inh | HTRA1 inhibitor | SIAE inh | TDP2 absorb | GC-B act | rCAG binder | TCR-CD3 inh | MBD2 inh | LEDGF integ inh
CC1C(=O)N(Cc2cn(Cc3ccco3)nn2)CCS(=O)(=O)N1Cc1ccc(-c2ccc(F)cc2Cl)cc1 (stereo unspecified) | -18 | -1 | . | -10 | -3 | -3 | 13 | 3 | -8 | 6
Cc1ccc(S(=O)(=O)NCc2c(-c3ccccc3)noc2C)cc1 | 0 | 5 | 5 | -2 | -5 | -2 | 0 | 2 | 2 | 2
Cc1cc(C)nc(SCC(=O)N/N=C/c2cc(C)n(-c3ccccc3C)c2C)n1 | 9 | 0 | -8 | 2 | -8 | -8 | 2 | -1 | -4 | -1
CN(c1ccc(OCCOc2ccccc2Cl)cc1)S(=O)(=O)c1ccccc1 | 2 | -7 | -24 | 3 | 3 | 2 | 3 | 6 | 3 | 2
Cc1cc(Cl)ccc1OCC(=O)N(Cc1cccs1)C1CCS(=O)(=O)C1 (stereo unspecified) | 1 | 1 | 0 | 4 | 10 | -7 | 1 | -1 | -1 | -2
COc1ccc(C(=O)N2CCN(c3ccc([N+](=O)[O-])c(NCCc4ccc(OC)c(OC)c4)c3)CC2)cc1 | 1 | -2 | -3 | -16 | 1 | 0 | -1 | 7 | 0 | 2
CC12COC3(C(=O)Nc4ccc(F)cc4)CC1CCC32C (stereo unspecified) | -3 | 1 | -6 | -4 | -9 | 2 | -1 | -3 | 1 | -3
COC(=O)c1cc(S(=O)(=O)NCC2CCN(C(=O)C(=O)c3cc4ccccc4o3)CC2)cs1 | 3 | -1 | . | -2 | 5 | 3 | 5 | -5 | 4 | -1
COc1ccc(C(CCNCc2ccc(N(C)C)cc2)C(C)C)cc1 (stereo unspecified) | 22 | -1 | 5 | 5 | -6 | -13 | 9 | -7 | 1 | 2
CCOC(=O)c1c(C)[nH]c(C(=O)OC)c1CCC(=O)OC | 3 | -2 | 0 | 1 | 9 | -3 | -3 | 9 | -1 | 0
COc1ccc2c(Cl)c(C(=O)OCC(=O)c3ccc4c(c3)NC(=O)CO4)sc2c1Cl | -8 | -4 | -6 | 3 | 6 | -2 | 3 | -2 | 1 | 4
CCc1ccc(CCC(=O)Nc2ccc(C)c(C)c2)o1 | -3 | -2 | -9 | 1 | 5 | 1 | 1 | 1 | 5 | -2
c1ccc2c(c1)OCc1cn[nH]c1-2 | 9 | 2 | 9 | -3 | 12 | 3 | -3 | 1 | 8 | -3
COc1ccc(N2CCN(C(=O)NCc3ccc(C)cc3)CC2)cc1 | -2 | -1 | 5 | 0 | 14 | 3 | -7 | 1 | -4 | 0
CC(C)CC1(C(=O)NCCN2CCOCC2)C=CCN1C(=O)c1ccccc1 (stereo unspecified) | -1 | -2 | -5 | 1 | 2 | 14 | 0 | 2 | -3 | -1
O=C(Nc1ccc(Oc2ccc(Cl)cc2)c(Cl)c1)c1cc(I)cc(I)c1O | -3 | 2 | -1 | 4 | -2 | 20 | 11 | 2 | -3 | -2
COc1ccccc1NC(=O)NCc1ccco1 | -3 | 3 | -1 | -1 | -6 | 0 | -3 | 4 | 2 | -5
Cc1sc2ncnc(N)c2c1C | -1 | -2 | 1 | 2 | -6 | 9 | 3 | 10 | 2 | 2
Cc1ccccc1CC(=O)Nc1sc(C(C)C)cc1C(=O)N1CCOCC1 | -4 | -6 | -1 | 0 | -6 | 0 | -5 | 4 | 3 | 8
Cc1ccc(C(=O)N2CCn3c(C)ccc3C2C)cc1 (stereo unspecified) | 5 | 4 | 1 | 11 | 19 | -1 | 8 | 5 | -6 | 3

Ordered by formula weight (lowest first): some entries from above
SMILES | mABHD4 FP | PRMT1 FP inh | HTRA1 inhibitor | SIAE inh | TDP2 absorb | GC-B act | rCAG binder | TCR-CD3 inh | MBD2 inh | LEDGF integ inh
Cc1sc2ncnc(N)c2c1C | -1 | -2 | 1 | 2 | -6 | 9 | 3 | 10 | 2 | 2
COc1ccc2c(Cl)c(C(=O)OCC(=O)c3ccc4c(c3)NC(=O)CO4)sc2c1Cl | -8 | -4 | -6 | 3 | 6 | -2 | 3 | -2 | 1 | 4
COc1ccc(C(=O)N2CCN(c3ccc([N+](=O)[O-])c(NCCc4ccc(OC)c(OC)c4)c3)CC2)cc1 | 1 | -2 | -3 | -16 | 1 | 0 | -1 | 7 | 0 | 2

(listing goes on)
SMILES | mABHD4 FP | PRMT1 FP inh | HTRA1 inhibitor | SIAE inh | TDP2 absorb | GC-B act | rCAG binder | TCR-CD3 inh | MBD2 inh | LEDGF integ inh
CC(O)(c1ccc(F)c(F)c1)c1nc(-c2csc3ccccc23)cs1 (stereo unspecified) | -23 | 3 | . | -9 | -9 | 4 | 9 | -1 | 0 | 3
COC(=O)Cn1c2ccc(Cl)cc2c2nc(C)sc21 | -3 | 3 | 3 | 0 | 4 | 7 | -3 | 2 | -6 | 1
COC1CC(C)C(OC)c2cc(O)cc(c2O)NC(=O)C(C)=CC=CC(C)C(OC(N)=O)C(C)=CC(C)C1OC (stereo unspecified) | 8 | 19 | -5 | 4 | 11 | 6 | 6 | 10 | -4 | -3
CN(CC(=O)Nc1ccc(F)cc1)C(=O)C1CCCC1 | 0 | -3 | -3 | 1 | 9 | 0 | -2 | -4 | 2 | 2
COc1ccc(CCC(=O)N(C)CC(=O)Nc2cc(C)ccc2C)cc1 | -2 | -2 | -7 | 4 | -1 | -1 | -5 | 8 | -1 | -1
COc1ccc(-c2[nH]c(-c3cccc(OC)c3)nc2SCC(=O)NC2CCCC2)cc1 | 22 | 2 | -10 | 24* | -4 | -4 | 4 | 0 | 2 | 1
CCN(Cc1ccncc1)C(=O)c1cc(COc2ccc(C)c(C)c2)on1 | -1 | 1 | 1 | -5 | -2 | 7 | -8 | 5 | 0 | 0
Cc1oc(-c2cc(F)cc(F)c2)nc1CN1CCN(C(=O)c2ccco2)CC1 | 2 | 2 | 1 | 0 | 11 | -2 | -7 | 6 | 0 | 0
COc1ccc(/C=C/C(=O)OCC(=O)c2ccc3c(c2)NC(=O)CO3)cc1 | 1 | 0 | 10 | -10 | 12 | -1 | 4 | 3 | -3 | -2
COc1ccccc1-n1c(=O)[nH]c2c(C(N)=O)nc(CC(C)C)nc21 | -5 | -3 | 12 | -14 | -19 | -7 | 2 | 8 | 4 | 5
C/C(N)=C(/C#N)C(=O)COc1ccc(Cl)cc1Cl | -5 | -2 | -3 | -5 | 8 | 2 | 0 | 5 | 2 | 2
COc1ccc(CN2CC[C@@H]3CN(C(C)=O)[C@H](c4ccccc4Br)C[C@@H]32)cc1 | 1 | -3 | . | -1 | -7 | -14 | 7 | -3 | -2 | 0
Cc1ccc(NC(=O)CN2C(=O)NC3(CCCCCC3)C2=O)cc1Cl | -1 | -1 | -14 | -4 | -10 | -2 | 1 | -4 | -6 | 0
COc1ccc(NC(=O)c2ccc3c(=O)n4c(nc3c2)CCCCC4)cc1 | 5 | 3 | -7 | -6 | -3 | -2 | 3 | 8 | -2 | 3
O=C(O)/C=C1\NC(=O)c2ccccc21 | -5 | -1 | -1 | 0 | -11 | -8 | -1 | 2 | -2 | -1
COc1ccc(Nc2nnc(-c3ccc(C(N)=O)cc3)c3ccccc23)cc1 | -23 | -2 | -1 | 4 | -5 | 2 | 2 | 11 | -1 | -2
O=C(CSc1ncnc2ccccc12)Nc1cccc(S(=O)(=O)N2CCCC2)c1 | -6 | -1 | . | -7 | 3 | 0 | 5 | 2 | 3 | -1
Cc1ccc(S(=O)(=O)c2nc(-c3ccccc3)oc2NCCCN2CCOCC2)cc1 | -7 | 8 | -9 | 0 | 2 | 7 | -4 | -7 | 6 | 1
C=CCn1c(SCc2ccccc2)nnc1-c1cccnc1 | -10 | 4 | -2 | -1 | -15 | 4 | -3 | -3 | 4 | -3
CCOC(=O)c1cc(-c2ccc(F)cc2)n(CC(=O)Nc2nccs2)c1C | -5 | -3 | -17 | -3 | -6 | 1 | 5 | -3 | 0 | 0
CC(C)(C)n1nc2c(c1NC(=O)COc1ccc(F)cc1)CS(=O)(=O)C2 | 4 | -3 | 0 | 0 | 4 | 3 | 0 | 3 | 2 | 2
Clc1ccc(CN2CCN(c3ncnc4scc(-c5cccs5)c34)CC2)cc1 | -5 | -4 | -20 | -13 | -1 | -9 | 7 | 1 | 0 | 0
CC1(C)CC(=O)C2=C(C1)Nc1ccccc1NC2c1ccc2c(c1)OCO2 (stereo unspecified) | 0 | -1 | 8 | 2 | 8 | -9 | -2 | -5 | -1 | 0
CCOC(=O)c1c(NC(=O)Cn2cc([N+](=O)[O-])cn2)sc2c1CCC2 | 2 | 3 | -8 | 3 | 10 | -2 | -1 | 2 | -6 | -1
O=C(Nc1sc2c(c1C(=O)O)CCC2)c1cccs1 | 10 | 4 | -10 | -9 | 9 | 2 | 5 | 2 | 0 | -4
CCOC(=O)COc1ccc2ccccc2c1/C=C/[N+](=O)[O-] | 8 | 5 | -9 | 0 | 5 | -6 | 8 | 1 | -1 | -1
CCOc1cc(C(=O)Nc2ccccc2N2CCOCC2)ccc1OCC(=O)N1CCCCC1 | 7 | 1 | -1 | -2 | -8 | 2 | -3 | -5 | -3 | -7
CCOc1ccc(N(CC(=O)Nc2ccc(C)cc2)S(=O)(=O)c2c(C)noc2C)cc1 | -8 | -2 | -13 | 1 | -2 | -5 | 2 | -6 | -1 | 5
CC(C)N(CCCNC(=O)Cn1c(=O)c2cccn2c2ccc(F)cc21)Cc1ccccc1 | 2 | -2 | 0 | -6 | -6 | -13 | -4 | 8 | -1 | 2
CCOc1ccccc1CNC(=O)c1ccc(Sc2ccc(Cl)cc2)c(NC(C)=O)c1 | -18 | -2 | -30 | -4 | 3 | -2 | -1 | 11 | 2 | -1
CCn1c(SCC(=O)NCCc2ccccc2)nc2c(c1=O)SC(C)C2 (stereo unspecified) | 10 | 7 | -1 | 5 | 2 | 3 | 0 | 1 | 6 | 1
O=c1c(Cl)c(Cl)cnn1Cc1nnc(-c2ccc(Cl)cc2)o1 | -1 | 4 | -12 | -9 | 11 | 9 | 10 | -1 | 6 | 8
Cc1ccc(S(=O)(=O)Nc2ccc3c(c2)C(=O)N([C@@H](C)CO)C[C@@H](C)[C@@H](CN(C)C(=O)NC2CCCCC2)OCCCC[C@H](C)O3)cc1 | 5 | -3 | . | 15 | 1 | 2 | 3 | -5 | -1 | 0
Cc1ccccc1CS(=O)(=O)CCC(=O)NCCCN1CCOCC1 | 2 | -1 | 11 | 0 | -5 | 5 | -1 | 3 | 1 | -1
CCC(C)C(=O)Nc1cc(Cl)ccc1C(=O)O (stereo unspecified) | 0 | -5 | 5 | 4 | -5 | -5 | -1 | 4 | 4 | -2
O=C(CN1C2=NCCCN2c2ccccc21)c1ccc(Cl)cc1Cl | 4 | 0 | 4 | -4 | -5 | -3 | 10 | -4 | 1 | 1
O=[N+]([O-])c1ccc(CSc2ccccn2)cc1 | 11 | -1 | -6 | -2 | 9 | 2 | -2 | 11 | -7 | 3
O=C(NC1CCCCC1)C(c1ccccn1)N(C(=O)c1csnn1)c1ccccc1 (stereo unspecified) | 5 | -1 | 6 | -1 | 3 | 1 | 0 | 4 | -5 | 0
C=Cn1nc(C)c2ccccc2c1=O | 4 | -2 | 0 | 1 | -8 | 2 | 0 | 4 | -4 | 0

A portion of the library; rates above refer to the full screens.
